# High-throughput results from PubChem.
# ABCB6 inh 2: human ABCB6 transporter inhibition. actives 0.19% (n = 360,000). K562-ABCB6 porphyrin accumulation, flow cytometry, 1 h; stronger effect = lower value. fluorescence ratio to DMSO, % at 10 µM. AID 602162. Q9NP58;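 active = fluorescence ratio to DMSO below 75%, the collection mean minus 3 SD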;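 note: signal is porphyrin accumulated inside mitochondria; 100% equals median channel fluorescence of DMSO control wells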
# Glyco luc inh: N-linked glycosylation inhibition | D54 ERlucT glycosylation luciferase reporter, 24 h; percent of 100 nM tunicamycin response | reporter increase, % at 12.5 µM | actives 0.23% (n = 360,000) | AID 588692;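 active = mean luciferase reporter signal, scaled so untreated is 0 and the glycosylation-blocking control 100, at or above a set limit in every replicate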;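 note: luciferase carries N-glycosylation sites so blocking glycosylation raises the light; 0% = median of neutral control wells and 100% = median of 100 nM tunicamycin wells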
# Granule exo inh: blocks lytic granule exocytosis; TALL-104 LAMP-1 surface exposure, flow cytometry; cells stimulated with thapsigargin and PMA; actives 0.66% (n = 360,000); AID 651702; inhibition, % at 10 µM;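 active = inhibition above about 55%, limit read from the data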
# HTR2A ag: mouse HTR2A agonism via beta-arrestin recruitment; P35363; actives 0.66% (n = 360,000); activation, % at 7.6 µM; CHO-K1 mHTR2A beta-arrestin complementation, luminescence; percent of 30 µM serotonin response;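 active = activation above a run cutoff, the mean activation of all tested compounds plus 3 SD, cut at about 14% in these data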;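 note: 0% = plate median of compound wells and 100% = 30 µM serotonin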
# Target sequence (P35363 whole entry, looked up): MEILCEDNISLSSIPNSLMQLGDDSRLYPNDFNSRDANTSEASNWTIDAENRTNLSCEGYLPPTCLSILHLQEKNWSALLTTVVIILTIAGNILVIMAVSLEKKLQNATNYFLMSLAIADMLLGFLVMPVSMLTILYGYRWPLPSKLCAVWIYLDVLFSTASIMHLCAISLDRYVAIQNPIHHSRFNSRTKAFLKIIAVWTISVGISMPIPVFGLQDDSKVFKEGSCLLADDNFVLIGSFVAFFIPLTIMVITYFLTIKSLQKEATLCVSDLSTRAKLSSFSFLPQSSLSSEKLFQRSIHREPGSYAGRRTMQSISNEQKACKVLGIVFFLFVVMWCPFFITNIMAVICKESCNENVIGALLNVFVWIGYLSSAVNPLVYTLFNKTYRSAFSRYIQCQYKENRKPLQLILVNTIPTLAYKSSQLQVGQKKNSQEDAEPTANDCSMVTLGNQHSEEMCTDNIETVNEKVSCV
# MC4R antag cAMP: human MC4R antagonism in cAMP assay. MC4R-expressing cells, MTII-stimulated cAMP, LANCE TR-FRET. P32245. AID 540295. actives 0.48% (n = 360,000). inhibition, % at 6.5 µM;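 active = inhibition above its plate's cutoff, the mean of tested wells on that plate plus 3 SD, cut at about 29% in these data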;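 note: 0% = Melanotan II alone and 100% = Melanotan II plus saturating MCL0020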
#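 material = U2OS cells stably expressing human melanocortin 4 receptor (MC4R) | also added = Melanotan II challenge | dosing = single nominal compound dose of 6.5 µM | detection = TR-FRET with Eu-cAMP and labeled anti-cAMP, 671 nm | replication = singlicate | timing = compound 30 min, challenge 1 h, detection 1 h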
# MC4R ag barr: human MC4R agonism via beta-arrestin; U2OS MC4R beta-arrestin complementation, luminescence; percent of melanotan II response, DMSO zero; AID 540308; actives 0.98% (n = 360,000); activation, % at 8.9 µM;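 active = activation above a per-plate cutoff, the mean activation of sample wells on that plate plus 3 SD, cut at about 8% in these data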
# ABHD5-PLIN5 inh: ABHD5-PLIN5 protein interaction inhibition; inhibition, % at 4 µM; actives 0.78% (n = 360,000); Q00G26+Q8WTS1; AID 602281; Split G. princeps luciferase complementation, luminescence, 4 h;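 active = inhibition above the mean inhibition across every tested compound plus 3 SD, cut at about 22% in these data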;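 note: 0% = DMSO only wells and the 100% control is not disclosed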
# CaV13 FRET inh: Disruptors of the CACNA1D IQ motif to Ca2+-dependent inactivation inhibitor domain association, primary screening, Förster resonance energy transfer in intact living …; inhibition, % at 12.3 µM; HEK cells, CFP/YFP FRET ICDI-IQ, plate reader, 10 min; percent FRET-ratio fall versus neutral wells; actives 0.098% (n = 340,000);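 active = mean replicate inhibition of at least 30% and at least 1% of replicates passing that level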;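 note: 0% = median of the neutral control wells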
# H9c2 protect: modulators protecting cardiomyocytes from myocardial damage; H9c2 cardiomyocytes, H2O2 injury protection, ATPLite, 2 h; AID 588492; protection from H2O2 cell death, % at 20 µM; actives 0.63% (n = 360,000);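 active = compounds giving at least 50% protection of heart cells from peroxide-induced death in the single-dose screen, raw or plate-pattern-corrected value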;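 note: 0% = DMSO wells with peroxide and 100% = DMSO wells without peroxide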
# PDI inh: PDI (human) enzyme inhibition. PDI insulin aggregation turbidity, A650, 90 min. inhibition, % at 10 µM. AID 588391. P07237. actives 0.052% (n = 350,000);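 active = mean inhibition across replicates of 30% or more, whatever share of single replicates reach that level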;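 note: absorbance from insulin aggregation driven by PDI reduction with DTT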
# Target sequence (P07237 whole entry, looked up): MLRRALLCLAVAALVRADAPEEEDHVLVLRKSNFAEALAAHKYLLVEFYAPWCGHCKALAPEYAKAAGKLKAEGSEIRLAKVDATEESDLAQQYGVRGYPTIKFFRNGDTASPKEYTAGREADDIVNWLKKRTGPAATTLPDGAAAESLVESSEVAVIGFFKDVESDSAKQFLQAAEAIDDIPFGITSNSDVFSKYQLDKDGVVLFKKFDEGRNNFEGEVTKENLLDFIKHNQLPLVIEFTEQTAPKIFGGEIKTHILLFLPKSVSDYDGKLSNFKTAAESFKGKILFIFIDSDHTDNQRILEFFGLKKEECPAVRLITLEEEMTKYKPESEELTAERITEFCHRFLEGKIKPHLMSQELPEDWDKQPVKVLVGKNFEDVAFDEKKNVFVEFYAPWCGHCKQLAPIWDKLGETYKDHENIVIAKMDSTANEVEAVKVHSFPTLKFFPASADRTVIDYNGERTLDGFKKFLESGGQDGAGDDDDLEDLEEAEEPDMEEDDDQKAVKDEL
# Numbers without * were called inactive; . = not tested or not shown.
SMILES,ABCB6 inh 2,Glyco luc inh,Granule exo inh,HTR2A ag,MC4R antag cAMP,MC4R ag barr,ABHD5-PLIN5 inh,CaV13 FRET inh,H9c2 protect,PDI inh
CC(=O)Cc1nsc(Nc2ccc(C)cc2)n1,100,-5,-3,6,6,-0.1,2,-2,-10,7
CC(=O)Nc1cccc(-c2ccnc3c2CC(C(=O)NCc2cccs2)O3)c1 (configuration not stated),97,17,1,-1,-14,-0.9,4,-6,4,-2
CC(c1ccccc1)n1c(-c2ccc(C(C)(C)C)cc2)n[nH]c1=S (configuration not stated),100,-2,5,3,-1,0.7,-7,.,-9,5
Cc1ccc(N2C(=O)c3cccc(Oc4ccc(Cl)cc4)c3C2=O)c(C)c1,95,-1,0,-1,7,0.2,-1,6,-4,-6
Cc1ccc(OCCOC(=O)Nc2ccccc2)cc1,101,1,-9,-3,3,-0.6,3,.,-10,2
COC(=O)c1ccc(CSc2nc3c(c(=O)n2-c2ccc(Br)cc2)SCC3)o1,99,3,0,-6,-1,-1.3,14,.,4,-4
COc1ccc(CCCNC(=O)C2Cc3c(-c4ccc(NC(C)=O)cc4)ccnc3O2)cc1 (configuration not stated),101,4,11,0,1,-0.4,6,-6,48,7
COCCCn1c(SCC(=O)NC(C)(C)C)nnc1-c1cccs1,101,-1,-1,0,11,0.8,-1,-1,6,-5
CC1(C)Cc2c(cnn2-c2ccc(F)cc2)C(NC(=O)C2=NNC(=O)CC2)C1 (configuration not stated),95,3,0,0,-5,-1.7,2,-6,-2,11
O=C1/C(=C/c2ccc(C(=O)O)cc2)CCC/C1=C\c1ccc(C(=O)O)cc1,105,1,2,5,12,0.7,15,-2,22,-15
COc1ccc(CCN2C(=O)CCC3=C2CCC3=O)cc1OC,102,-2,7,10,.,.,5,.,3,.
COc1cc(OC)c(C(=O)Nc2cc(S(=O)(=O)N3CCOCC3)ccc2N2CCOCC2)cc1OC,108,6,2,0,-42,-1.3,3,10,12,2
CC1CCc2c(sc3nc(C4CC4)nc(N4CCN(C(=O)c5ccco5)CC4)c23)C1 (configuration not stated),94,-11,2,-5,21,-1.3,-1,-5,-23,11
CC(OC(=O)c1cccc(S(=O)(=O)N2CCN(C)CC2)c1)C(=O)Nc1ccc(C(N)=O)cc1 (configuration not stated),100,2,0,-3,15,0.7,0,-2,-6,1
CC(C)(C)NC(=O)NC(=O)CN1CCN(C(c2ccccc2)c2ccccc2)CC1,99,-4,-2,-2,3,0.2,1,-1,-16,12
CC(=O)Nc1ccc(Sc2ccccc2C(=O)O)cc1,100,-3,-1,0,7,1.8,7,-5,10,4
CCOC(=O)Cc1nc(-c2ccc(Cl)cc2)n[nH]1,96,1,-2,3,21,0.6,-4,-2,-4,0
CCOC(=O)C1(Cc2ccccc2)CCN(Cc2cn[nH]c2-c2ccccc2)CC1,103,-2,16,12,3,1.2,-1,-4,-6,0
O=C(OCc1nc2ccccc2s1)c1ccc(Br)o1,101,4,1,2,3,-1.2,-1,5,0,-1
Cc1ccc2ncccc2c1NC(=S)NC(=O)c1ccccc1,97,-2,4,2,13,-2.1,1,-14,-12,-8

# Results in HTR2A ag, MC4R ag barr and PDI inh (5 entries from above):
SMILES | HTR2A ag | MC4R ag barr | PDI inh
CC(c1ccccc1)n1c(-c2ccc(C(C)(C)C)cc2)n[nH]c1=S (configuration not stated) | 3 | 0.7 | 5
Cc1ccc(N2C(=O)c3cccc(Oc4ccc(Cl)cc4)c3C2=O)c(C)c1 | -1 | 0.2 | -6
Cc1ccc(OCCOC(=O)Nc2ccccc2)cc1 | -3 | -0.6 | 2
COC(=O)c1ccc(CSc2nc3c(c(=O)n2-c2ccc(Br)cc2)SCC3)o1 | -6 | -1.3 | -4
COc1ccc(CCCNC(=O)C2Cc3c(-c4ccc(NC(C)=O)cc4)ccnc3O2)cc1 (configuration not stated) | 0 | -0.4 | 7

# Ordered by the number under HTR2A ag (rising): 3 from the list above.
mol,ABCB6 inh 2,Glyco luc inh,Granule exo inh,HTR2A ag,MC4R antag cAMP,MC4R ag barr,ABHD5-PLIN5 inh,CaV13 FRET inh,PDI inh
COc1ccc(CCCNC(=O)C2Cc3c(-c4ccc(NC(C)=O)cc4)ccnc3O2)cc1 (configuration not stated),101,4,11,0,1,-0.4,6,-6,7
CCOC(=O)Cc1nc(-c2ccc(Cl)cc2)n[nH]1,96,1,-2,3,21,0.6,-4,-2,0
COc1ccc(CCN2C(=O)CCC3=C2CCC3=O)cc1OC,102,-2,7,10,.,.,5,.,.

# (cont.)
SMILES,ABCB6 inh 2,Glyco luc inh,Granule exo inh,HTR2A ag,MC4R antag cAMP,MC4R ag barr,ABHD5-PLIN5 inh,CaV13 FRET inh,H9c2 protect,PDI inh
COc1ccc(S(=O)(=O)NCC2CCC(C(=O)NCC(OC)OC)CC2)cc1 (configuration not stated),97,1,15,-1,5,-0.4,-2,9,-1,-6
Cc1ccccc1N1Cc2ccccc2C1,100,-1,6,-4,11,-1.3,-2,-3,-2,4
CCOC(=O)c1[nH]cnc1C(=O)Nc1ccccc1OC,98,4,-2,-1,6,-2.8,-4,-7,-2,-2
CCS(=O)(=O)C1C(=O)N(C)C(S(=O)(=O)CC)C(=O)N1C (configuration not stated),101,2,-1,0,1,-0.8,-5,-6,3,-2
CSc1nc2ccccc2cc1/C=C(\C#N)c1ccccc1,117,12,1,4,-13,-1.7,-11,.,-9,-6
Cc1ccc(S(=O)(=O)N(CCCO)Cc2cc3c(C)ccc(C)c3[nH]c2=O)cc1,97,1,0,-1,7,-0.7,5,-7,8,2
CC(=O)N(Cc1cccnc1)c1cccc(-c2nc3ccccc3s2)c1,89,-3,-2,2,6,-1.3,5,-2,-9,-8
O=C(COc1ccc(-c2nnco2)cc1)Nc1c(F)cccc1F,100,-2,2,6,7,-1.4,-4,-6,1,19
COC(=O)c1cc(CSc2nc3ccccc3[nH]2)oc1C,94,-3,-2,0,5,-1.6,-1,-4,-30,-1
Cc1c(C(=O)N2CCCC2)c(S(=O)(=O)Nc2ccccc2Cl)c(C)n1C,98,0,-1,-2,-2,-0.2,2,-5,-9,1
Cc1ccc(/C=N/NC(=O)c2nnn(-c3nonc3N)c2CN(C)C2CCCCC2)cc1,90,0,0,9,1,2.7,1,-3,8,0
O=C1c2ccccc2-c2nnc(-c3ccccc3)cc21,100,-9,6,-6,-24,0.7,-2,.,-31,-3
CCSc1nnc(-c2ccc(Cl)cc2Cl)o1,97,-10,-2,1,-9,5.3,10,-8,-8,3
COc1ccc(-n2c(=O)cc(N3CC(C)OC(C)C3)[nH]c2=O)cc1 (configuration not stated),106,2,1,5,0,-0.6,37*,-4,5,-3
CCN(CC)c1ccc(/C=N/Nc2nn[nH]n2)cc1,93,0,10,4,-20,1.2,11,-6,-14,-2
CC(C)c1ccc(S(=O)(=O)N2CCC3(CC2)OCCO3)cc1,92,-1,12,4,21,-2.1,0,-5,-5,-9
Cc1ccc(CC(=O)NCCS(=O)c2ccc(C)cc2)cc1 (configuration not stated),102,0,1,-2,10,-2.5,-4,-9,6,2
O=C(Cn1cnc2ccccc2c1=O)NCCC(=O)N1CCN(c2ccccc2)CC1,78,2,4,0,-3,-2.3,-3,-5,-3,1
CNc1nc(Nc2ccc(C(=O)OC)cc2)c2sccc2n1,100,3,-4,2,6,-0.5,-2,.,2,8
O=C(Nc1ccc(C(=O)O)cc1)Nc1cccc2ccccc12,99,0,-3,-2,4,-0.8,0,-3,-1,12

# An excerpt from above in order of molar mass, lowest first.
SMILES,ABCB6 inh 2,Glyco luc inh,Granule exo inh,HTR2A ag,MC4R antag cAMP,MC4R ag barr,ABHD5-PLIN5 inh,CaV13 FRET inh,H9c2 protect,PDI inh
O=C1c2ccccc2-c2nnc(-c3ccccc3)cc21,100,-9,6,-6,-24,0.7,-2,.,-31,-3
CSc1nc2ccccc2cc1/C=C(\C#N)c1ccccc1,117,12,1,4,-13,-1.7,-11,.,-9,-6
O=C(Nc1ccc(C(=O)O)cc1)Nc1cccc2ccccc12,99,0,-3,-2,4,-0.8,0,-3,-1,12

# Next part
SMILES,ABCB6 inh 2,Glyco luc inh,Granule exo inh,HTR2A ag,MC4R antag cAMP,MC4R ag barr,ABHD5-PLIN5 inh,CaV13 FRET inh,H9c2 protect,PDI inh
Cc1cc(C)nc(SCC(=O)N/N=C/c2cccc([N+](=O)[O-])c2)n1,102,0,-3,0,5,-2.3,-1,-5,-4,-3
NC(=O)COC(=O)CCCSc1nc2ccccc2s1,92,1,-1,-2,12,-2.0,6,9,7,1
COCCn1c(SC(C)C(=O)Nc2ccc(Cl)cn2)nnc1-c1ccncc1 (configuration not stated),103,1,-3,4,6,-0.9,0,-6,-1,-1
FC(F)(F)c1cccc(NC(=S)NCCN2CCOCC2)c1,103,1,10,-4,4,-1.0,3,-17,7,-5
CCN1C(=O)/C(=C2\SC(=S)N(c3c(C)n(C)n(-c4ccccc4)c3=O)C2=O)c2ccccc21,96,-1,-2,-2,-4,-0.5,-1,-6,18,-5
CS(=O)(=O)c1ccc(Cl)c(NC(=O)COC(=O)c2cccc(S(=O)(=O)N3CCCCC3)c2)c1,100,4,-6,2,12,-0.2,-5,.,-3,8
Cc1ccc(-n2nc3c(=O)n(CC(=O)c4ccc(F)cc4)nc(C)c3c2C)cc1,102,-6,-1,-2,4,-0.8,-2,-4,-6,-5
O=C(CN1CCN(c2ccccc2)CC1)Nc1scc2c1c(=O)oc1ccccc12,94,-1,-13,-5,2,-2.3,-1,-14,2,-5
CCCn1c(SCC(=O)Nc2ccccc2N2CCOCC2)nc2c1c(=O)n(C)c(=O)n2C,107,0,1,2,2,0.4,2,.,34,10
O=C(CSc1n[nH]c(-c2cccs2)n1)N1CCN(S(=O)(=O)c2ccccc2)CC1,107,2,2,1,1,-0.7,0,-6,14,5
O=C(NCCC1=CCCCC1)c1cc(-c2ccncc2)nc2ccccc12,93,3,-2,0,14,-1.2,0,-6,14,8
Cc1ccc(OCC(=O)NNC(=S)NC(=O)C2CC2)c(C)c1,100,-1,4,-5,7,-7.7,-7,.,27,0
COc1ccc(CCNC(=O)c2cc(-c3cccs3)on2)cc1OC,99,20,0,7,11,-1.2,0,-8,-9,0
O=C(c1ccccc1)N1CCC(=O)N(C(CO)Cc2ccccc2)CC1 (configuration not stated),99,3,14,-2,2,1.3,-5,-11,-4,-1
O=C(C1=NN(c2ccccc2)C(=O)CC1)N1CCc2ccccc2C1,93,1,-3,-1,1,-2.6,0,-3,-3,-2
COC(=O)CC1C(=O)NCCN1C(=O)c1ccc(S(=O)(=O)N2CCOCC2)cc1 (configuration not stated),99,1,0,-1,-1,-1.4,-7,-3,3,-3
O/C(=C\c1ccc2ccccc2n1)c1ccncc1,104,-4,-4,-7,-3,-1.8,0,-1,-13,-1
O=c1[nH]cnc2c1C(c1ccccc1[N+](=O)[O-])c1c(nc[nH]c1=O)O2,98,1,1,-3,2,-1.4,-2,-4,-1,0
O=S(=O)(c1cccc2nonc12)N1CCN(c2ccc(F)cc2)CC1,93,-2,-1,1,-2,-0.8,-3,-4,-4,9
